KB-V1 cytotox = kills drug-selected multidrug resistant KB-V1 cells | Potency, µM (titrated, usually from 46.1 µM), for inactives: at the highest dose activity change, negative = cytotoxicity, actives largely listed as cytotoxic | AID 1347076 | hit rate 3.4% among 400,000 | KB-V1 MDR cells viability, CellTiter-Glo, 72 h; further: potency means the concentration at half of the fitted maximal effect; on the % scale 0 is the no-effect control and ±100 the full control effect; nearly all actives have a fitted effect of over 60% in size
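Potencies derive from concentration-effect curves fitted to normalized luminescence (CellTiter-Glo) of KB-V1 cells treated for 72 h at 37 degrees C in phenol-red-free DMEM containing 10% FBS.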
SW480 rereplic = induces DNA re-replication in SW480 colon adenocarcinoma cells; hit rate 1.8% among 340,000; AID 624297; Potency, µM (doses to about 46.1 µM), inactives show at the highest dose re-replication activation, hits mostly activators; SW480 DNA re-replication, Hoechst DNA content imaging, 48 h; further: potency means the concentration at half of the fitted maximal effect; % of control where 0% means no effect; nearly all actives have a fitted effect of over 55% in size
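First, 250 cells per well were seeded. Next, compound or vehicle (23 nL) was pinned in, plates sat 48 hr at 37 C. Finally Hoechst was added for 40 min before fluorescence scanning.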
HT1080 IDH1KD tx = toxicity to HT-1080 IDH1 knockdown cells (counter line); HT-1080 IDH1 knockdown viability, ATP luminescence, 48 h; hit rate 2% among 360,000; AID 686971; Potency, µM (series often up to 46.1 µM), without a hit: at the highest dose activity, negative = toxicity, usual class: cytotoxic;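 further: potency means the concentration at half of the fitted maximal effect; 0% = DMSO wells and -100% = cell-free medium wells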
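CellTiter-Glo luminescence after 48 h compound exposure at 37 degrees C of IDH1-knockdown HT-1080 cells in 5% FBS RPMI. %Activity scaled between DMSO wells and cell-free media wells, with curves fitted and assigned curve classes.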
ATXN2 expr inh = inhibitors of ATXN2 expression; hit rate 0.72% among 360,000; HEK-293 ATXN2-luciferase reporter, luminescence, 24 h; AID 1745845; Potency, µM (top dose mostly 57 µM), inactives show at the highest dose activity change, negative = inhibition, hits mostly inhibitors; further: potency means the concentration at half of the fitted maximal effect; on the % scale 0 is the no-effect control and ±100 the full control effect; nearly all actives have a fitted effect of over 55% in size
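ATXN2-luciferase reporter cells (luciferase flanked by upstream and downstream ATXN2 gene portions) were treated 24 h at 37 °C with compounds at up to 57 uM. SteadyGlo luminescence gave expression; GF-AFC fluorescence gave viability.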
HT1080-NT tox = kills 2HG-producing HT-1080-NT fibrosarcoma cells; HT-1080-NT fibrosarcoma viability, CellTiter-Glo ATP luminescence, 48 h; Potency, µM (top dose mostly 46.1 µM), without a hit: at the top dose activity, negative = less viability, actives largely listed as cytotoxic; hit rate 1.6% among 360,000; AID 686970;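 further: NT is the 2HG producing partner of a matched IDH1 knockdown line; potency means the concentration at half of the fitted maximal effect; 0% = DMSO-treated cells and -100% = media-only wells without cells; nearly all actives have a fitted effect of over 55% in size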
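Fibrosarcoma NT cells, 750 per well in 5% FBS RPMI, were exposed to compound for 48 hours. Viability: CellTiter-Glo luminescence.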
S2 tox = viability counter-screen for ATXN expression inhibitors; hit rate 0.49% among 400,000; Potency, µM (highest dose often 56.7 µM), usual class: cytotoxic; S2 cells (HEK-293 line with an ATXN2-luciferase reporter) viability, CellTiter-Fluor protease fluorescence, 24 h; further: potency means the concentration at half of the fitted maximal effect; nearly all actives have a fitted effect of over 40% in size
IL1B secr inh = blocks inflammasome-driven IL-1 beta release. THP-1 LPS/ATP IL-1B secretion, AlphaLISA, 16 h; active compounds read low. activity change, % at 57.5 µM. hit rate 4.7% among 360,000; in the data active means activity change below about -50%; inconclusive means mostly about -30% to -49%; further: on the % scale 0 is the no-effect control and ±100 the full control effect
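Secreted IL-1B measured by AlphaLISA bead assay after 16 h compound exposure of THP-1 cells; compounds (final up to 57.5 uM) added 1 h before LPS (250 ng/mL) and ATP (1.25 mM) stimulation; lower signal means less secretion.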
MCF10A rereplic = DNA re-replication induction in MCF 10a cells | AID 624296 | hit rate 2.9% among 350,000 | MCF 10A DNA re-replication, Hoechst nuclear intensity, 48 h | Potency, µM (top dose mostly 46.1 µM), inactives show at the top dose activity, positive = re-replication, actives largely listed as activators; further: potency means the concentration at half of the fitted maximal effect; % of control where 0% means no effect; nearly all actives have a fitted effect of over 50% in size
KB-3-1 tox = kills parental KB-3-1 adenocarcinoma cells; KB-3-1 viability, CellTiter-Glo ATP luminescence, 72 h; Potency, µM (highest dose often 46.1 µM), for inactives: at the highest dose activity change, negative = cytotoxic, usual class: cytotoxic; hit rate 1.4% among 400,000; AID 1347075; further: potency means the concentration at half of the fitted maximal effect; on the % scale 0 is the no-effect control and ±100 the full control effect; nearly all actives have a fitted effect of over 60% in size
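Parental KB-3-1 viability, qHTS format: 72 h compound exposure, 37 °C; CellTiter-Glo; media-only wells and DMSO plates as controls; concentration-effect fits on corrected data.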
The depositor's hits bear a star; i = inactive; ? = inconclusive; . = not tested or not shown; [ ] = another dose, or the depositor's remark. Unless noted, the call rests on the fitted dose curve; in most records, active means well fitted curve in the direction sought with a large enough effect; inconclusive means small, poorly fitted or top-dose-only effect, or another doubt; inactive means no such curve, though single readings can be large; an effect the other way counts as inactive or inconclusive.

Results follow in this order: SW480 rereplic, KB-3-1 tox, ATXN2 expr inh, S2 tox, HT1080 IDH1KD tx, HT1080-NT tox, MCF10A rereplic, IL1B secr inh, KB-V1 cytotox
Cc1n[nH]c(C)c1CN(C)C(=O)C1CCC(=O)N(CC2CCCCC2)C1 (configuration not stated)
  -2%, ., -4%, i, -3%, 0%, ?, -3, .
CCC(Oc1cc(Cl)ccc1Cl)C(=O)N1CCCN(C)CC1 (configuration not stated)
  1%, 10%, -2%, ?, 3%, -2%, 3%, -1, ?
CS(=O)(=O)N(CCc1ccccc1)CC(=O)N1CCN(c2ccccc2F)CC1
  -5%, -5%, 1%, i, -2%, -1%, 11%, -13, ?
C/C(=N\NC(=O)Cn1cnc2ccccc21)c1cccs1
  0%, -4%, -8%, i, 1%, 0%, 5%, 0, 0%
Cc1ccc(C(C(=O)NC2CCCC2)N2CCCCC2)cc1 (configuration not stated)
  -11%, -5%, -5%, i, -1%, -7%, 2%, -1, 16%
Cc1nn(-c2nnc(NC3CCCCC3)nn2)c(C)c1Br
  2%, 16%, 114%[activator], i, 6%, 10%, 0%, -75*, 19%
COc1ccc(-n2c(COc3ccc(C)cc3)nnc2SCC(=O)O)cc1
  ?, -4%, 11%, i, 12%, 21%, ?, 6, ?
O=C(COC(=O)CNC(=O)C1CCCCC1)Nc1ccc(Br)cc1Br
  2%, 10%, 4%, i, -1%, -2%, 4%, -1, 14%
COc1ccc(CCNC(=O)CN2C(=O)C3(OCCCO3)c3ccccc32)cc1OC
  -2%, -4%, 1%, i, 24%, -2%, -2%, 3, -11%
CCN1CCN(C(=O)/C=C/c2ccc3c(c2)OCO3)CC1
  -6%, 0%, -2%, i, 3%, 10%, -4%, 0, 8%
CNCC(O)c1ccc(OC(=O)C(C)(C)C)c(OC(=O)C(C)(C)C)c1 (configuration not stated)
  1%, 0%, -2%, i, -13%, -6%, -5%, ?, 2%
Cc1ccc(C)c(Nc2cc(C)nc3ccccc23)c1
  ?, ?, ., ?, ?, -10%, 0%, -70*, ?
COCCC(=O)Nc1ccc2c(c1)CN(C(=O)CCSC)CC2
  -16%, -12%, -12%, i, 8%, 8%, 1%, 0, 7%
CCCOc1ccc(NC(=O)CC2C(=O)N(c3ccc(OCC)cc3)C(=S)N2C2CC2)cc1 (configuration not stated)
  ?, ?, -9%, i, 1%, 0%, 18%, 0, ?
COc1ccc(-c2nc(N=Nc3ccc(O)cc3)n[nH]2)cc1
  -4%, -2%, -8%, 8.9µM*, -9%, 7%, -4%, ?, 0%
O=C(NNC(=O)c1ccc(Br)o1)c1csc(N2CCOCC2)n1
  0%, 9%, 3%, ?, 10%, 16%, -8%, -5, -3%
COc1cc2nc(SCC(=O)Nc3c(C)cc(C)cc3C)n3nc(CCn4c(C)nc5ccccc54)nc3c2cc1OC
  ., -1%, -20%, i, ., ., ., ., 6%
COc1ccc(NC(=O)c2cc(-c3cccs3)on2)c(OC)c1
  -7%, 11%, -17%, i, 21%, 13%, 3%, 7, -24%
C=CCOc1c(Cl)cc(CNn2cn[nH]c2=S)cc1OC
  -10%, -1%, ., ?, 0%, 2%, 2%, 3, -2%
NC(=O)c1c(NC(=O)C2COc3ccccc3O2)sc2c1CCN(Cc1ccccc1)C2 (configuration not stated)
  ?, ?, -32%, ., -25%, ?, 23µM*, 8, ?
Cc1cccc(Cn2cc3c(=O)n(CC(=O)Nc4cccc(C)c4C)nc-3c3cc(F)ccc32)c1
  ., 4%, 12%, i, ., ., ., ., 14%
COc1ccc(NC(=O)c2sccc2C)cn1
  -1%, 17%, 36%, i, -12%, 15%, -1%, -19, -1%
CCOC(=O)Cc1cnc(NC(=O)CSc2nc(C)cc(C)n2)s1
  -4%, 7%, -21%, i, 4%, -3%, 4%, 47, ?
COc1ccc(OC)c(C(C(=O)NC2CCCCC2)N(C(=O)c2snc(C(N)=O)c2N)c2ccccc2OC)c1 (configuration not stated)
  3%, 0%, -10%, i, -9%, -1%, 4%, 12, 0%
O=S(=O)(c1cccs1)N1CCC(Cc2ccccc2)CC1
  -2%[9.22 µM], 2%, -3%, i, 0%, -5%, -5%, -17, -1%
O=C(CC1COc2ccccc2O1)NCCc1ccccc1 (configuration not stated)
  -9%, 19%, 7%, i, 9%, 11%, 23%, 0, 10%
COc1ccccc1N(CC(=O)NCCc1ccccc1)C(=O)CCC(=O)Nc1nccs1
  18%, -2%, 2%, i, -1%, -8%, 7%, 26, 3%
COc1ccc(-c2cc(C(F)(F)F)nc(SCC(=O)NCc3cccs3)n2)cc1OC
  -12%, 2%, -1%, ?, 0%, 0%, ?, -5, ?
Cc1ccc(/C=N\n2c(-c3ccccc3)n[nH]c2=S)s1
  0%, -6%, 2%, i, -3%, -10%, -9%, 20, 3%
Cc1ccc(NC(=O)CCNC(=O)c2ccccc2)cc1F
  -1%, 6%, -1%, i, 11%, 25%, 2%, -2, -19%
O=C(Nc1ccc2nn(-c3ccccc3)nc2c1)c1ccc2c(c1)OCCO2
  -2%, -4%, -34%, ?, -30%, -25%, ?, -7, 2%
CCOC(=O)c1[nH]c(C)c(CCC(=O)NCc2ccc(CC)cc2)c1C
  ., 10%, 5%, i, ., ., ., ., -2%
COCc1cc(=O)[nH]c(/N=C(\N)Nc2ccccc2C)n1
  -11%, 19%, 2%, i, 6%, 10%, -1%, 16, 3%
CN(C(=O)c1cccc(C#N)c1)c1nnc(C2CCCO2)s1 (configuration not stated)
  4%[9.22 µM], 2%, 0%, i, -1%, 3%, 3%, 0, 0%
O=C(Cc1ccccc1)NN1C(=O)C2C(C1=O)C1C=CC2C12CC2 (configuration not stated)
  -86%[inhibitor], 3%, 3%, i, 0%, 4%, -13%, 0, -6%
COc1cc(C2Nc3ccc4ncccc4c3C3=C2C(=O)CCC3)cc(OC)c1O (configuration not stated)
  ?, ?, -3%, ?, 8.2µM*, 16µM*, ?, 23, 11%
CCOc1ccc(CCNC(=O)c2ccc3c(c2)N(Cc2ccc(F)cc2)CCS3)cc1
  ., 4%, 8%, i, ., ., ., ., ?
CCN(CC)C(=O)C1=C(C)N(Cc2ccc(C(C)(C)C)cc2)C(=O)C(CC(=O)NCCCN(C)C)C1 (configuration not stated)
  ., 3%, 7%, i, 7%, -18%, ., -12, 12%
CSC1=C(C#N)C(c2cccc(Br)c2)CC(=O)N1 (configuration not stated)
  2%, 9%, -6%, i, -20%, 3%, 2%, -25, -2%
CCC(Oc1ccccc1-c1nnc(-c2ccccc2)o1)C(=O)Nc1ccc(C(C)=O)cc1 (configuration not stated)
  ., 3%, 1%, i, ., ., ., ., 0%
O=S(=O)(N/N=C/c1ccc(Cl)cc1)c1ccc(Cc2ncc(C(F)(F)F)cc2Cl)s1
  -3%[9.22 µM], 14%, -8%, ?, 0%, -8%, ?, 16, 2%
COc1ccc(S(=O)(=O)Nc2ccc(Cc3ccncc3)cc2)cc1C
  3%, -1%, -28%, i, -13%, ?, ?, ?, -25%
CCC(C)NC(=O)c1ccc2c(c1)S(=O)(=O)c1ccccc1C2=O (configuration not stated)
  0%, ., -1%, i, 4%, 5%, 6%, -2, .
Cc1ccc(NC(=S)Nc2c(C)n(C)n(-c3ccccc3)c2=O)cc1
  -6%, -5%, 12%, i, 21%, 15%, 16%, 0, -3%
CCCn1c2ccccc2c2cnn(CC(=O)NC3CCC(C)CC3)c(=O)c21 (configuration not stated)
  -4%, 16%, 14%, i, 3%, 10%, 10%, 10, -8%
Cn1cc(/C=C2\SC(=S)N(NC(=O)c3ccccc3Cl)C2=O)c2ccccc21
  4%, 18%, -7%, ?, 5%, 4%, -11%, -7, 7%
C/C(=C\C(=O)c1ccccc1)Nc1cccc(O)c1
  -5%, -2%, 75%[activator], i, 9%, -5%, ?, -52*, 3%
CCOCCCNC(=O)C(NC(=O)c1ccccc1O)c1ccc(C)cc1 (configuration not stated)
  5%, -14%, -9%[11.3 µM], i, -2%, 4%, ?, ?, ?
CCN(CC)C(=O)C1=C(C)N(CCCN2CCCC2=O)C(=O)C(CC(=O)NC2CCCC2)C1 (configuration not stated)
  ., 10%, -3%, i, 10%, 16%, ., 0, 2%
Fc1ccc(F)c(Nc2c3c(nc4ccc(Cl)cc24)CCC3)c1
  ., -17%, ?, ?, ., ., ., ., -5%
CC(C)c1ccc(C(=O)CN2C(=O)NC3(CCc4ccccc43)C2=O)cc1 (configuration not stated)
  ?, ?, -11%, i, ?, -13%, ?, ?, ?
CCOP(=O)(c1ccc(N(C)C)cc1)C(O)c1ccccc1OC (configuration not stated)
  -3%, 1%, -2%, ?, 5%, 3%, 0%, -8, -30%
O=C(O)Cn1c(=O)c(-c2ccccc2)nc2ccccc21
  -1%, -1%, 25%, i, 8%, 11%, 7%, 16, ?
C(=N\n1cnnc1)/c1ccc(N2CCOCC2)s1
  -2%, 9%, 6%, i, 1%, 0%, -7%, 1, 22%
CCOC(=O)c1nn(-c2ccccc2)c2nc(-c3ccc(OC)cc3)c(C#N)c(=O)n12
  -6%, ?, 3%, i, 0%, 7%, 0%, 16, 23µM*
Cc1cccc(C)c1N(Cc1ccccc1F)S(C)(=O)=O
  -3%, -1%, -5%[11.3 µM], i, 26%, 7%, -1%, 21, 1%
COc1ccc(CCNC(=O)c2cc(-c3ccccn3)nc3ccccc23)cc1
  -8%, 5%, 1%, i, 3%, 5%[9.24 µM], 27%, 5, ?
COC(=O)[C@@]1(Sc2ccc(C)cc2)CC(=O)N[C@@H]1c1ccc(Br)cc1
  ., 16%, 19%, i, ?, -21%, ., 58, -16%
CC(C)c1ccc(NC2CCCN(C(=O)CCN3CCCO3)C2)cc1 (configuration not stated)
  13%, -11%, 2%, i, -4%, 1%, 5%, 13, -6%
COc1ccccc1N1CCN(/N=C(\C)c2ccc(O)cc2)CC1
  -25%, -10%, 9%, i, 12%, 15%, 6%, 27, 3%
O=C(Nc1ncccc1O)c1ccc(Cl)c(S(=O)(=O)N2CCCCCC2)c1
  -4%, 4%, 12%, i, -12%, 1%, ?, 5, -5%
COc1ccc(NC(=O)N2CCc3ccccc3C2)cc1
  12%, 15%, 47%[activator], i, 17%, 16%, 5%, 6, -10%

From PubChem
